Assay outcomes from PubChem.
Tau FP inhib: blocks human tau fibril formation measured by polarization; P10636; K18 P301L tau heparin fibrillization, Alexa594 FP, 6 h; Potency, µM (doses to about 57.7 µM), for inactives: at the highest dose activity, negative = inhibition, usual class: inhibitors; hit rate 0.39% among 280,000; further: on the % scale 0 is the no-effect control and ±100 the full control effect; nearly all actives have a fitted effect of over 55% in size
Target sequence (P10636 561-689 P618L limits assumed): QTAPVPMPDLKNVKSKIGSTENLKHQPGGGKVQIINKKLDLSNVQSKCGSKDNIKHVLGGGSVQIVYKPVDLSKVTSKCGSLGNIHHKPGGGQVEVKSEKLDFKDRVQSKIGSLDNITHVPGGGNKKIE
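Recombinant K18 P301L […], labeled with Alexa 594 at 0.24 uM over 15 uM unlabeled; heparin inducer 20 uM final; 37 C, 6 hr; FP endpoint.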
GAA inhib: inhibitors of human lysosomal alpha-glucosidase; Potency, µM (doses to about 76.9 µM), inactives show at the top dose activity change, negative = inhibition, most hits filed as inhibitors; AID 1466; P10253; hit rate 0.005% among 200,000; purified human GAA, 4-MU-alpha-glucoside fluorescence;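 further: plate controls were uninhibited enzyme wells for no effect and no-enzyme background for full effect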
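Enzyme (4 nM final) mixed with compound (up to 77 uM), then 4-MU-alpha-D-pyranoside (400 uM final) added; 20 min at room temperature, pH 5.0. Reaction stopped at pH 10, fluorescence read, AC50 derived by Hill fit.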
Tau ThT inhib: tau fibrillization inhibition (ThT binding) | recombinant tau K18 P301L, heparin-induced fibrillization, ThT fluorescence | hit rate 2.1% among 270,000 | Potency, µM (titrated, usually from 57.4 µM), without a hit: at the highest dose activity, negative = inhibition, hits mostly inhibitors | P10636 | AID 1460; further: on the % scale 0 is the no-effect control and ±100 the full control effect; nearly all actives have a fitted effect of over 55% in size
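Tau K18 P301L fragment (15 uM unlabeled plus 0.24 uM Alexa 594-labeled) in 100 mM sodium acetate pH 7 with compound, fibrillization induced by 20 uM heparin for 6 hr at 37 C. Thioflavin T (30 uM) added, fluorescence read after 1 hr (ex 450, em 510 nm).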
GAA glycogen mod: GAA glycogen-cleavage inhibition or activation. P10253. recombinant GAA, glycogen substrate, Amplex Red glucose oxidase fluorescence. Potency, µM (doses to about 76.4 µM), without a hit: at the highest dose activity change, negative = inhibition, most hits filed as inhibitors. hit rate 0.38% among 300,000;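 further: 0% = full enzyme reaction and -100% = no-enzyme basal signal; the screen sought inhibitors and activators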
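Natural-substrate format: glycogen cleavage by 4 nM human enzyme, glucose read by Amplex Red coupling (Ex 573, Em 610 nm). Normalized to enzyme and no-enzyme controls.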
HTT ATP protect: cytoprotection in Huntington HTT-Q103 PC12 cell model. PC12 HTT-Q103 induced, cytoprotection, ATP luminescence, 40 h. Potency, µM (titrated, usually from 56.4 µM), inactives show cytoprotection (ATP increase), hits mostly activators. hit rate 0.14% among 230,000. AID 1471;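 further: % of control where 0% means no effect; nearly all actives have a fitted effect of over 45% in size; toxic huntingtin expression switched on by the ecdysone agonist tebufenozide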
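Rat PC12, Q103 Htt exon1-GFP fusion, ecdysone promoter; tebufenozide inducer 100 nM final; compound titration; qHTS, 1500 cells/well; ATPlite luminescent read.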
aGal spleen mod: alpha-galactosidase A (human) modulation; Potency, µM (doses to about 80 µM), for inactives: top-dose activity change, negative = inhibition, hits mostly inhibitors; P06280; AID 2107; human spleen homogenate, 4MU-alpha-Gal fluorescence, 40 min; hit rate 0.008% among 240,000;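 further: 0% = enzyme with vehicle and -100% = no enzyme basal signal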
Target sequence (P06280 32-429 limits assumed): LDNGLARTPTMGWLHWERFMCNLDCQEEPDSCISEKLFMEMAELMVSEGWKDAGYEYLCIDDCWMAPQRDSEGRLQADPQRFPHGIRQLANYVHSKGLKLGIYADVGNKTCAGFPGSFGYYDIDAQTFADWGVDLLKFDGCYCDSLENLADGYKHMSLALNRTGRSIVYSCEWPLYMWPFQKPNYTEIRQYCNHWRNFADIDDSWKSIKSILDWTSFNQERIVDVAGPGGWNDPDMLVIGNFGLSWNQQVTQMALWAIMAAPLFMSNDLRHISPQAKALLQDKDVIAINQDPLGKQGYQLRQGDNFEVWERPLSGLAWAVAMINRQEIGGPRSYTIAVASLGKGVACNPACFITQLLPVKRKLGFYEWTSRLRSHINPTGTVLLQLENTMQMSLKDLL
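qHTS titration in buffer at pH 5.0. Alpha-galactosidase activity in spleen homogenate was measured via 4-methylumbelliferone release from 1 mM fluorogenic substrate after 40 min at 37C and a pH 10 stop. AC50 came from Hill fits of control-normalized data.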
GAA spleen mod: lysosomal alpha-glucosidase (human) modulation | Potency, µM (doses to about 79.9 µM), without a hit: top-dose activity change, negative = inhibition, actives largely listed as inhibitors | P10253 | hit rate 0.006% among 240,000 | human spleen homogenate, 4-MU-alpha-glucoside fluorescence;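 further: 0% = enzyme with vehicle and -100% = no enzyme basal signal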
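Enzyme source: human spleen homogenate, 1 ug/well. Buffer 50 mM citric acid/K phosphate pH 5.0, 0.01% Tween-20. 4-MU-alpha-glucoside 1 mM; 37 C x 40 min; NaOH/glycine stop; fluorescence.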
Tau fluor counter: counter-screen for tau fibril formation inhibitors | hit rate 0.93% among 280,000 | Potency, µM (top dose mostly 57.7 µM), without a hit: at the top dose activity change, negative = decrease | tau K18 P301L Alexa594 fluorescence, heparin fibrillization; further: on the % scale 0 is the no-effect control and ±100 the full control effect; nearly all actives have a fitted effect of over 55% in size
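Human tau K18 P301L (15 uM unlabeled, 0.24 uM Alexa 594-labeled) in 100 mM sodium acetate pH 7 with 20 uM heparin, 6 hr at 37 C. ThT 30 uM added, 1 hr ambient; Alexa 594 FP and total fluorescence read at 555/632 nm.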
Starred values were filed as active, the others as inactive; ? = inconclusive; · = not tested or not shown; & = joins results of further samples; [ ] = remark or other dose. The call rests on the fitted dose curve; in most records, active means well fitted curve in the direction sought with a large enough effect; inconclusive means small, poorly fitted or top-dose-only effect, or another doubt; inactive means no such curve, though single readings can be large; an effect the other way counts as inactive or inconclusive. Potency means the concentration at half of the fitted maximal effect.

Assay codes – A = Tau FP inhib; B = GAA inhib; C = Tau ThT inhib; D = GAA glycogen mod; E = HTT ATP protect; F = aGal spleen mod; G = GAA spleen mod; H = Tau fluor counter
SMILES: CCc1ccc(OCC(=O)N(C)C)c(Br)c1
  A: 3% | B: -1% | C: 6% | D: 0% | E: -9%[0.074 µM] | F: 6% | G: 1% | H: 9%

SMILES: O=C(Nc1ccccc1)N1CCN(Cc2ccccc2)CC1
  A: ? | B: 2% | C: -10% | D: 5% | E: -18% | F: -4% | G: -8% | H: -5%

SMILES: COc1ccccc1NS(=O)(=O)c1ccc(N/N=C/c2ccccc2OCC(=O)O)c([N+](=O)[O-])c1
  A: 1% | B: -9% | C: 10µM* | D: -3% | E: -20% | F: -8% | G: -8% | H: ?

SMILES: NC(=O)c1cccc(N=Cc2cc(Cl)cc(Cl)c2O)c1
  A: 11% | B: 1% | C: 1% | D: 14% | E: -26%[1.9 µM] | F: 13% | G: 13% | H: 4%

SMILES: Cc1ccccc1-c1n[nH]c(=S)n1C
  A: 0% | B: -4% | C: 6% | D: 3% | E: · | F: 1% | G: 7% | H: 7%

SMILES: Cc1ccc(N2CC(O)(c3cccs3)[N+]3=C2CCCC3)cc1 (stereo not drawn)
  A: 4% | B: -3% | C: 8% | D: -7% | E: -49%[inhibitor] | F: 2% | G: · | H: 7%

SMILES: CC(C)(C)C(=O)NNC(=O)COc1ccc2ccccc2c1Br
  A: 4% | B: 2% | C: -11% | D: -9% | E: -31%[inhibitor] | F: 10% | G: 11% | H: -4%

SMILES: CCc1ccccc1NC(=O)/C(=C/c1ccccc1)c1ccccc1
  A: 2% | B: -14% | C: ? | D: -7% | E: -29%[10 µM] | F: 3% | G: -3% | H: -8%

SMILES: COc1cc(NC(=S)NC(=O)c2ccc(C)cc2C)ccc1NC(=O)c1cccs1
  A: 4% | B: 7% | C: 0% | D: -16% | E: -8%[10 µM] | F: 19% | G: 3% | H: 5%

SMILES: C=CCn1c(SC)nnc1-c1ccc2ncccc2c1
  A: 4% | B: · | C: 4% | D: 4% | E: -4%[10 µM] | F: -1% | G: -1% | H: 3%

SMILES: COc1cccc(C(=O)NNC(=O)C2CC(C)=C(C)CC2C(=O)O)c1 (stereo not drawn)
  A: 2% | B: -1% | C: 0% | D: -22% | E: -18% | F: 7% | G: 4% | H: 2%

SMILES: O=C(Cc1c(O)c2ccccc2[nH]c1=O)NCc1cccc(F)c1
  A: -2% | B: -12% | C: -2% | D: 11% | E: -11%[0.074 µM] | F: 9% | G: 9% | H: 5%

SMILES: CCOc1ccc(NS(=O)(=O)c2ccc(NS(C)(=O)=O)cc2)cc1
  A: -9% | B: 3% | C: -4% | D: 0% | E: -1% | F: -11% | G: -5% | H: -12%

SMILES: CC(=O)Nc1cc(C(F)(F)F)ccc1Oc1cccc(Br)c1
  A: -5% | B: -4% | C: -6% | D: -11% | E: -24% | F: 3% | G: -8% | H: -25%

SMILES: COC(=O)C1CCN(S(=O)(=O)c2cn(C)c(=O)n(C)c2=O)CC1
  A: -5% | B: -4% | C: -3% | D: 4% | E: 16%[10 µM] | F: 7% | G: -1% | H: 1%

Other results
Assay codes – A = Tau FP inhib; B = GAA inhib; C = Tau ThT inhib; D = GAA glycogen mod; E = HTT ATP protect; F = aGal spleen mod; G = GAA spleen mod; H = Tau fluor counter
SMILES: CC(OC(=O)CN(C)S(=O)(=O)c1ccc(Cl)cc1)C(=O)Nc1ncc(Cl)cc1Cl (stereo not drawn)
  A: -2% | B: 1% | C: -14% | D: 13% | E: -19% | F: -2% | G: -1% | H: -3%

SMILES: Cc1nc(SCC(=O)N2c3ccccc3Sc3ccccc32)n[nH]1
  A: 8% | B: 0% | C: -8% | D: 22% | E: 15% | F: 4% | G: -1% | H: -8%

SMILES: COc1ccc(CC(=O)Nc2ccc(OC)nc2)cc1
  A: 5% | B: 5% | C: 1% | D: 6% | E: -40%[inhibitor] | F: 8% | G: -7% | H: 5%

SMILES: COc1ccc(N(CC(=O)N2CCc3ccccc3C2)S(C)(=O)=O)cc1
  A: -3% | B: -2% | C: -7% | D: 2% | E: 5%[10 µM] | F: -1% | G: -1% | H: -15%

SMILES: CC(C)N1C(=O)S/C(=C/c2ccccc2OCc2ccc(C(=O)O)cc2)C1=O
  A: ? | B: -9% | C: ? | D: 2% | E: -43%[inhibitor] | F: 3% | G: · | H: -4%

SMILES: CC(C)CC(=O)c1c[nH]c(C(=O)NCc2cccnc2)c1
  A: -6% | B: -1% | C: 3% | D: 8% | E: -1%[10 µM] | F: -3% | G: -6% | H: 0%

SMILES: NS(=O)(=O)c1ccc(CNC(=S)Nc2ccc(Cl)c(Cl)c2)cc1
  A: ? | B: 0% | C: 0% | D: -4% | E: -15% | F: 0% | G: 2% | H: ?

SMILES: COC(=O)c1c(NC(=O)c2nc(SCc3ccc(F)cc3)ncc2Cl)sc2c1CCCC2
  A: 0% | B: · | C: -3% | D: 2%[76.3 µM] | E: · | F: · | G: · | H: -1%

SMILES: O=[N+]([O-])c1ccc(Oc2ccc(Oc3ccc(C(F)(F)F)cn3)cc2)nc1
  A: -1% | B: -10% | C: -19% | D: -1% | E: 26%[10 µM] | F: -7% | G: -6% | H: ?

SMILES: Cc1ccc(OCCOC(=O)c2sc(=S)n(C)c2C)cc1
  A: ? | B: -1% | C: -12% | D: 5% | E: -21%[10 µM] | F: -1% | G: -2% | H: ?

SMILES: CCN(CCCNC(=O)Cn1cc2c(n1)CCCC2)c1cccc(C)c1
  A: 11% | B: -11% | C: 1% | D: -19% | E: 33%[10 µM] | F: 2% | G: -5% | H: 0%

SMILES: CCOc1ccccc1NC(C)C(=O)Nc1cc(C(F)(F)F)ccc1N1CCOCC1 (stereo not drawn)
  A: 5% | B: -7% | C: -17% | D: 0% | E: 15%[10 µM] | F: -1% | G: -7% | H: -23%

SMILES: N#CCCn1c(=S)[nH]c2ccccc21
  A: -3% | B: 10% | C: -5% | D: 3% | E: -3% | F: 8% | G: 6% | H: -1%

SMILES: CCc1ccc(-n2c(SCc3c(C)noc3C)nnc2-c2ccncc2)cc1
  A: -9% | B: -4% | C: -15% | D: 7% | E: -13% | F: -1% | G: 7% | H: -9%

SMILES: CCOc1cc(/C=C2/C(=O)ON=C2C)ccc1OCc1ccc(F)cc1
  A: -13% | B: -8% | C: ? | D: 7% | E: -22% | F: 2% | G: -3% | H: ?

Marked active in Tau ThT inhib, among the entries above:
canonical_smiles	Tau FP inhib	GAA inhib	Tau ThT inhib	GAA spleen mod
COc1ccccc1NS(=O)(=O)c1ccc(N/N=C/c2ccccc2OCC(=O)O)c([N+](=O)[O-])c1	1%	-9%	10µM*	-8%

Next section:
Assay codes – A = Tau FP inhib; B = GAA inhib; C = Tau ThT inhib; D = GAA glycogen mod; E = HTT ATP protect; F = aGal spleen mod; G = GAA spleen mod; H = Tau fluor counter
SMILES: COc1ccc(C2=C(Nc3ccccc3)c3ccccc3C2=O)cc1
  A: 9% | B: -1% | C: ? | D: 8% | E: -4%[10 µM] | F: -9% | G: -1% | H: ?

SMILES: Cc1cccc(CN2CCSc3sccc3C2=O)c1
  A: -5% | B: · | C: -8% | D: 15% | E: 21%[10 µM] | F: -3% | G: -1% | H: -8%

SMILES: CCOc1cccc(=O)c2c(C)oc(C)c12
  A: -5% | B: -4% | C: ? | D: -1% | E: 3% | F: -2% | G: -4% | H: -10%

SMILES: Cc1cc(C(=O)Nc2ccc(C)c(S(=O)(=O)N3CCOCC3)c2)c(C)o1
  A: -1% | B: -6% | C: 2% | D: 6% | E: · | F: -2% | G: 1% | H: 3%

SMILES: O=[N+]([O-])c1ccc(C[n+]2cc(-c3ccc(Cl)c(Cl)c3)n3c2CCCCC3)cc1
  A: 2% | B: · | C: -14% | D: 10% | E: 0%[10 µM] | F: -15% | G: -16% | H: -3%

SMILES: O=C(Nc1ccc2oc(-c3cccc(F)c3)nc2c1)c1ccc2ccccc2c1
  A: ? | B: · | C: ? | D: -6%[76.3 µM] | E: · | F: · | G: · | H: -9%

SMILES: COc1ccc(Nc2nnc(SCC(=O)Nc3ccc4[nH]c(=O)[nH]c4c3)s2)cc1
  A: 13% | B: · | C: ? | D: 9% | E: -24%[10 µM] | F: -2% | G: -4% | H: ?

SMILES: Cc1nc2ccccc2c(=O)n1N
  A: -6% | B: -5% | C: -8% | D: 3% | E: -15% | F: 5% | G: 6% | H: 10%

SMILES: Cc1ccccc1Nc1nnc(SCC(=O)NCc2ccco2)s1
  A: -1% | B: ? | C: -17% | D: 13% | E: -13%[10 µM] | F: -11% | G: -3% | H: -5%

SMILES: Cn1cnnc1SC(C(=O)Nc1ccc(F)cc1)c1ccccc1 (stereo not drawn)
  A: -1% | B: -1% | C: -7% | D: 3% | E: -2% | F: -2% | G: 0% | H: -8%

SMILES: COc1ccc(-c2cc(=O)c3c(OC)c(OC)c(OC)c(OC)c3o2)cc1OC
  A: 2%&2%&-12% | B: -5%[15.4 µM] | C: ? | D: -1%&1% | E: · | F: 0%&-1%&-7% | G: 0%&-2%&-2% | H: -5%&-12%&-7%

SMILES: COc1ccccc1CN1C(=O)c2ccccc2C1C(=O)NC1CCC(C)CC1 (stereo not drawn)
  A: 0% | B: -2% | C: 5% | D: 1% | E: -36%[inhibitor] | F: 5% | G: · | H: 7%

SMILES: CCOC(=O)N1CCN(c2c(N3CCc4ccccc43)c(=O)c2=O)CC1
  A: 2% | B: -9%[15.4 µM] | C: -5% | D: 4% | E: -1% | F: -6% | G: -12% | H: -3%

SMILES: Cc1coc2cc3oc(=O)c(CCC(=O)N4CCCCC4)c(C)c3cc12
  A: -5% | B: · | C: ? | D: 5%[76.3 µM] | E: · | F: · | G: · | H: -17%

SMILES: CCCC(=O)n1nc(-c2ccc(OC)cc2)nc1N
  A: 1% | B: -3% | C: -8% | D: -3% | E: -5% | F: -2% | G: -13% | H: -6%

Another view of part of the listing above.
canonical_smiles | Tau FP inhib | GAA inhib | Tau ThT inhib | GAA glycogen mod | HTT ATP protect | aGal spleen mod | GAA spleen mod | Tau fluor counter
COc1ccc(C2=C(Nc3ccccc3)c3ccccc3C2=O)cc1 | 9% | -1% | ? | 8% | -4%[10 µM] | -9% | -1% | ?
C=CCn1c(SC)nnc1-c1ccc2ncccc2c1 | 4% | · | 4% | 4% | -4%[10 µM] | -1% | -1% | 3%
